Bioassay records (PubChem)
RMI-FANCM inh = inhibitors of human RMI core complex binding to FANCM MM2. Fluorescence polarization, RMI core complex with F-MM2 peptide; hits give low values. FP signal (polarization) at 33 µM. hit rate 0.58% among 70,000. AID 1159607; in the data active = FP signal below about 40; note: inactives centre near 61; strong numbers were not always called active; unit not given here
Active calls of the source: *; & = joins results of further samples. A portion of the library; count on the stated rates, not on these rows.

SMILES	RMI-FANCM inh
COc1cccc(C(=O)Nc2ccc3nc(C)n(-c4ccc(F)cc4)c(=O)c3c2)c1OC	63
CC(=O)c1ccc(N2CCN(CC(=O)Nc3ccccc3)CC2)cc1	60
O=C1c2ccccc2C(=O)N1c1ccc(S(=O)(=O)Nc2ccc(F)cc2)cc1	60
CC12CCC3c4ccc(Oc5ccc([N+](=O)[O-])cc5)cc4CCC3C1CCC2O (stereo unspecified)	63
O=C(Cc1ccccc1)N1CCN(c2ncnc3c2nnn3-c2ccccc2)CC1	54
CS(=O)(=O)c1cccc(C(=O)Nc2nc(-c3ccc(F)cc3)cs2)c1	54
COc1cccc(OCC(=O)Nc2ccc3c(c2)NC(=O)C(C)(C)CO3)c1	64
COc1ccc(NC(=O)/C(C#N)=C/c2ncc([N+](=O)[O-])n2C)c(OC)c1	55
Fc1ccccc1CSc1nnc(-c2ccncc2)o1	58
COC(=O)c1ccc(C(=O)OC)c(N2C(=O)C=CC2=O)c1	34
CNCCC(Oc1ccccc1C)c1ccccc1 (stereo unspecified)	71
N#C/C(=C\C(Br)=C\c1ccccc1)C(N)=S	61
CSc1cccc(C(=O)Nc2c3c(nn2C)CCC3)c1	63
CCOC(=O)/C(C#N)=C/C=C(/c1ccc(Cl)cc1)N1CCSCC1	54
Cn1c(=O)c2c(SCC(=O)NCC3CCCO3)nc(-c3cccc([N+](=O)[O-])c3)nc2n(C)c1=O (stereo unspecified)	83
COc1ccc2nc(-c3ccc(C)c(NC(=O)Nc4ccc(C)cc4C)c3)cn2n1	71
COC(=O)c1ccc(C)c(-n2c(N)c(C(=O)NCc3ccccc3OC)sc2=S)c1	57
O=C(NCC1CCN(Cc2ccccc2)CC1)c1cccc(Cl)c1	78
CCOC(=O)CNC(=O)CSc1nnc(Cn2c(=O)sc3ccccc32)n1-c1cccc(C(F)(F)F)c1	59
CCN1C(=O)c2cccc3c(NC(=O)/C=C/c4ccc(Cl)cc4)ccc1c23	57
CNCC(O)C(O)C(O)C(O)CO (stereo unspecified)	52&54
c1csc(-c2ccnc(SCc3ccc4nonc4c3)n2)c1	68
CCSc1nnc(NC(=O)CSc2nc(C)nc3c2c(=O)n(C)c(=O)n3C)s1	69
COc1cn(CC(=O)NCc2ccc3c(c2)OCO3)c(CSc2ccccc2)cc1=O	52
OC(COc1ccc(F)cc1)(c1ccccc1)c1ccccc1	55
O=S(=O)(c1cccc(C(F)(F)F)c1)N1CCN(c2ccc(-c3ccccc3)nn2)CC1	107
CC(=O)c1ccc(NC(=O)CNS(=O)(=O)c2ccc(C(C)(C)C)cc2)cc1	76
CC(=O)Nc1nnc(-c2cc(C)ccc2C)o1	54
CSc1ccc(-c2nnc(N)o2)cc1	67
O=C(Cn1nc(C2CC2)c2cnn(-c3cccc(Cl)c3)c2c1=O)N1CCc2ccccc21	73
Cc1nc2ccccn2c1C(=O)NNS(=O)(=O)c1sc2ccc(Cl)cc2c1C	59
N#Cc1ccccc1NC(=O)C(=O)NCCc1ccc(F)cc1	67
O=C(Cn1nnc(-c2cccc(Cl)c2Cl)n1)NNC(=O)c1ccc(Cl)cc1	55
COc1cccc(OC)c1OCCNCC1COc2ccccc2O1 (stereo unspecified)	55&62
Cc1[nH]c2ccccc2c1C(c1ccc(C(C)C)cc1)N1CCN(c2ccc(F)cc2)CC1 (stereo unspecified)	58
COc1ccc(CC(=O)Nc2ccc3c(c2)N(C(=O)C(C)(C)C)CC3)cc1	66
CCCCOc1ccc(C(=O)N/N=c2/sc3ccccc3n2C)cc1	64
O=S(=O)(c1ccc(I)cc1)n1cnc2ccccc21	61
Cc1cc(NC(=O)CSc2ccc(Cl)cc2)no1	50
O=S(=O)(Cc1nc(-c2ccc(Cl)cc2)cs1)c1ccc(Cl)cc1	57
COc1ccc2sc(NN)nc2c1	65
CN(C)c1cc(C(F)(F)F)nc2c(Cl)c(C(C)(C)C)nn12	63
O=C(Nc1nnc(C2CCCO2)o1)C1COc2ccccc2O1 (stereo unspecified)	55
O=C(NCCC1=CCCCC1)C(=O)NCC1COC2(CCCCC2)O1 (stereo unspecified)	53
O=C(COc1ccc(F)cc1)NNC(=O)c1ccc(=O)n(Cc2ccc(Cl)cc2)c1	63
COc1ccc(OC)c(Nc2nn3c(=O)c4cc(C)ccc4nc3s2)c1	60
COc1ccccc1-c1nc(SCC(=O)N2CCC(C)CC2)c2c(=O)n(C)c(=O)n(C)c2n1	69
O=C(CSc1ccc(NC(=O)C2CC2)nn1)Nc1cc(Cl)ccc1Cl	101

Three structures already listed, arranged by heavy-atom count, low to high:
SMILES	RMI-FANCM inh
Cc1cc(NC(=O)CSc2ccc(Cl)cc2)no1	50
O=C(CSc1ccc(NC(=O)C2CC2)nn1)Nc1cc(Cl)ccc1Cl	101
COc1ccc(OC)c(Nc2nn3c(=O)c4cc(C)ccc4nc3s2)c1	60

Going on with the list:
SMILES	RMI-FANCM inh
O=C(Nc1nc(CC(=O)N2CCN(c3ccccn3)CC2)cs1)c1ccc[nH]c1=O	63
COc1ccc(Cl)cc1C(=O)NCC1CCN(C2CCCC2)CC1	78
CCOc1ccc(C(=O)NCC(c2ccc(N(C)C)cc2)N2CCc3ccccc3C2)cc1 (stereo unspecified)	53
CC(C)Cc1ccc(C(C)C(=O)Nc2nn(C)c3ccccc23)cc1 (stereo unspecified)	53
COc1ccc(-c2nc(C(N)=O)c3[nH]c(=O)n(-c4ccccc4F)c3n2)cc1OC	64
COc1ccc(C2=CC(=O)C=CC2=O)cc1	55
CCOC(=O)N1CCN(C(=O)c2cn(-c3ccc(C)cc3)nn2)CC1	64
CN(C1CC1)S(=O)(=O)c1ccc(C(=O)Nc2nnc(-c3ccc(Br)s3)o2)cc1	66
COc1ccc(C(=O)Nc2c(N)nc(SCC(=O)Nc3ccc(NC(C)=O)cc3)[nH]c2=O)cc1	73
CCC(C(=O)N1CC(=O)Nc2ccc(Br)cc2C1c1ccccc1)c1ccccc1 (stereo unspecified)	78
CCOc1cc(S(=O)(=O)Nc2ncccc2C)ccc1Br	64
COc1ccccc1NC(=O)c1cc2cc3c4c(c2oc1=N)CCCN4CCC3	-35
NC(=O)c1ccc(NC(=O)Cn2cc(S(=O)(=O)c3ccccc3)c3ccccc32)cc1	57
COc1cccc(C(=O)NCCOc2cccc(C(F)(F)F)c2)c1OC	59
CCOC(=O)N1CCc2c(sc(NC(=O)c3ccc(-c4nc5ccccc5s4)s3)c2C(=O)OC)C1	72
COc1cc(NC(=O)Cc2csc(Nc3ccccc3)n2)cc(OC)c1OC	63
O=C(COc1coc(CN2CCN(c3ccc(F)cc3)CC2)cc1=O)NCc1ccco1	53
CCN(CC)CCN(C(=O)c1ccc(S(=O)(=O)N(C)C)cc1)c1nc2c(Cl)cccc2s1	63
O=C(/C=C/C(Br)=C\c1ccccc1)c1ccc2ccccc2c1	58
CN(C)c1ccc(C(CNC(=O)C(=O)NCc2ccc(Cl)cc2)N2CCOCC2)cc1 (stereo unspecified)	63
Nc1nc(SCC(=O)N2CCOCC2)[nH]c(=O)c1NC(=O)c1ccccc1F	58
CC1CCC2(OC1)OC1CC3C4CC[C@H]5C[C@@H](O)CC[C@]5(C)C4CC(=O)[C@]3(C)C1C2C (stereo partly specified)	54
CCOC(=O)C1CCN(C(=O)NC2CC(=O)N(c3ccc(OC)cc3)C2)CC1 (stereo unspecified)	55
CCOC(=O)C1C(=O)C=C(c2cccc(NS(C)(=O)=O)c2)CC1c1c(F)cccc1Cl (stereo unspecified)	60

2 entries drawn at random from the list so far, as already listed:
SMILES	RMI-FANCM inh
CN(C)c1ccc(C(CNC(=O)C(=O)NCc2ccc(Cl)cc2)N2CCOCC2)cc1 (stereo unspecified)	63
O=C(COc1coc(CN2CCN(c3ccc(F)cc3)CC2)cc1=O)NCc1ccco1	53

Next part
SMILES	RMI-FANCM inh
COc1ccc(Cl)cc1NC(=O)CSc1cn(C)c2ccccc12	84
COc1ccc(N2CCN(C(=O)C3CCN(c4ccc(-c5ccccc5C)nn4)CC3)CC2)cc1	62
CCOC(=O)CSCC(=O)N1N=C(c2cccs2)CC1c1cccc(OC)c1OC (stereo unspecified)	81
N=c1c[n+](N2CCOCC2)[n-]o1	57
O=C(c1cccs1)N1CCc2ccc(NS(=O)(=O)Cc3ccccc3)cc21	72
CN(C)CCCN(C(=O)c1ccno1)c1nc2ccc(F)cc2s1	80
S=C(S)N1CCCC1	59
CS/C(N=CN(C)C)=N\N=C(\C)c1ccc(F)cc1	53
CCOc1ccccc1NC(=O)CC1CCCCN1S(=O)(=O)c1ccccc1 (stereo unspecified)	66
CS(=O)(=O)N1CCCC1C(=O)Nc1sccc1-c1nc2ccccc2s1 (stereo unspecified)	73
CCOC(=O)CC(=O)c1cc(C(C)=O)c(Nc2ccccc2)s1	69
CC(C)c1ccc2nc(NC(=O)CCSc3ccccc3)sc2c1	103
CN1CCc2c(sc3nc(SCC(=O)c4ccccc4)nc(SCC(=O)c4ccccc4)c23)C1	145
O=C(CCc1ccccc1)Nc1ccc2c(c1)N(C(=O)C1CC1)CC2	68
CC(C)(C)n1nc2c(c1NC(=O)C1CC(=O)N(c3ccc(Cl)cc3)C1)CS(=O)(=O)C2 (stereo unspecified)	57
O/N=C(\C(=N/O)c1ccco1)c1ccco1	56
CC1(C)C(C=C(Cl)Cl)C1C(=O)Nc1ccc(Br)cc1 (stereo unspecified)	63
N#Cc1c(SCC(=O)c2ccccc2)nsc1SCC(=O)c1ccccc1	94
COc1cc(C(F)(F)F)cc(C(F)(F)F)c1C(=O)NCc1cccs1	56
CCOC(=O)c1sc(=NC(=O)/C=C/c2cc(OC)c(OC)c(OC)c2)n(C)c1C	81
Cn1nc(C(C)(C)C)c(NC(=O)c2cccnc2)c1C(C)(C)C	64
COc1ccc(NC(=O)CSc2nnc(CNC(=O)c3ccc(S(=O)(=O)N4CCOCC4)cc3)n2-c2cccc(C(F)(F)F)c2)cc1	63
COc1ccccc1NC(=O)CSc1ncnc2ccccc12	61
COc1ccc(-c2noc(-c3cc(-c4ccccc4)n[nH]3)n2)cc1	117
Cn1c(SCC(=O)NCc2ccc(F)cc2)nc2cc(-c3ccccc3)sc2c1=O	104
O=C(CSc1c(-c2ccccc2)[nH]c2ccccc12)N1CCc2ccccc21	62
O=C(c1cccs1)N1CCc2ccc(NS(=O)(=O)Cc3ccccc3F)cc21	80
Cc1cn(C(=O)c2ccccc2)c2c(c1=O)c(=O)n(C)c(=O)n2C	68
Cc1cc(C(=O)N/N=C\C(C)(C)C)nn1C	52
CC(C)c1ccc(Cc2nnc(NN3CCOCC3)[nH]c2=O)cc1	52
Nc1nc(SCC(=O)Nc2ccc([N+](=O)[O-])cc2)[nH]c(=O)c1NC(=O)c1ccc(Br)cc1	69
CSc1nnc2[nH]c(=O)cc(C)n12	54
CCOC(=O)c1ccccc1NC(=O)CSc1ccc(-c2ccco2)nn1	64
CN1CCN(c2ccc(-c3ccc(NC(=O)NC4CCCCC4)cc3)nn2)CC1	68
CCn1nccc1C(=O)Nc1ccc2sc(C)nc2c1	67
COC(=O)c1cc(S(=O)(=O)N2CCOCC2)oc1C	56
O=C(N1CCN(c2ccccc2F)CC1)N(c1ccccc1)c1ccccc1	60
Cc1ccc2nc(C)cc(C)c2c1	54
COc1ccc(S(=O)(=O)N2CCC(C(=O)Nc3nnc(-c4ccc(C)c(C)c4)o3)CC2)cc1	52
CCOCC(=O)Nc1ccc2c(c1)OCC(C)(C)C(=O)N2CCC(C)C	68
COC(=O)COc1c(Sc2ccc([N+](=O)[O-])cc2)c(C)nn1-c1ccccc1	59
Cn1cnnc1SCCCNC(=O)Nc1ncccn1	54
CCOc1ccc(-c2ccc(=O)n(CCNC(=O)Nc3cc(C)ccc3OC)n2)cc1	67
O=C(CSc1nccn2nc(-c3ccccc3)cc12)Nc1ccc(F)cc1	84
Nc1ncnc2c1ncn2C1C[C@H](O)[C@@H](CO)O1 (stereo partly specified)	55
CCS(=O)(=O)c1ccc(-c2ccc(NC(=O)COc3ccc(Cl)cc3)cc2)nn1	61&81
CCOC(=O)c1ccc(NC(=O)Cn2ccc3c(OC)cccc3c2=O)cc1	69
O=C(Oc1ccc(COC(=O)c2ccccc2O)cc1)c1ccccc1	60

No new results follow: 5 of the compounds above.
SMILES	RMI-FANCM inh
O=C(CSc1nccn2nc(-c3ccccc3)cc12)Nc1ccc(F)cc1	84
Nc1ncnc2c1ncn2C1C[C@H](O)[C@@H](CO)O1 (stereo partly specified)	55
CCS(=O)(=O)c1ccc(-c2ccc(NC(=O)COc3ccc(Cl)cc3)cc2)nn1	61&81
CCOC(=O)c1ccc(NC(=O)Cn2ccc3c(OC)cccc3c2=O)cc1	69
O=C(Oc1ccc(COC(=O)c2ccccc2O)cc1)c1ccccc1	60

(listing goes on)
SMILES	RMI-FANCM inh
Cc1ccc(Cn2cnc3c(cnn3CCNC(=O)c3cccc(F)c3)c2=O)cc1	65
CC(C)(C)C(=O)N1CCc2ccc(NS(C)(=O)=O)cc21	68
Cc1cc(C(=O)Nc2nnc(Cc3cccs3)o2)on1	70
COc1cccc(C(=O)NCCNC(=O)c2ccc(NC(=O)C(C)C)cc2)c1OC	68
O=c1c(NCc2ccc(Cl)cc2)nccn1-c1cccc(C(F)(F)F)c1	69
O=C(NCc1ccco1)C1CCN(c2ccc(-c3ccc(F)cc3)nn2)CC1	61
CC(C)c1ccc(NC(=O)Nc2csc(-c3cccs3)n2)cc1	46
CC(C)(O)CCSc1ccc([N+](=O)[O-])cn1	58
CC1(C)C2(CBr)CCC1(C(=O)O)C(Br)C2=O (stereo unspecified)	63
Cc1cccc(C(=O)Nc2noc3nc(C)ccc23)c1	64
CC1(C)Cc2cccc(OCc3ccc(C(=O)NCc4c(F)cccc4F)cc3)c2O1	56
